Assay outcomes as filed in PubChem.
T cell modulator – T cell immune modulation candidate | 2C CD8+ T cell-vesicle binding, flow cytometry; stronger effect = lower value | calls only at 7 µM | 0.068% of 330,000 active | AID 2052;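 active = response, share of CD8 T cells binding vesicles, and their 90th percentile fluorescence all below set limits, cut at about 80% in these data, passing the limit was not always enough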
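incubation = binding step 1.5 h, 37 °C, antibody labelling 20 min, ice | test system = 2C mouse CD8+ T cells | read-out basis = percent CD8+ FL2 mean versus row control | controls = Peptide-free naked vesicles (low) and QL9 vesicles with 0.7% DMSO vehicle (high) | detection = flow cytometry of vesicle-bound cells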
RSV antiviral HEp-2 – inhibition of RSV-induced cytopathic effect – HEp-2 cells, primary 10 µM value included (AID 2391); HEp-2 cells, RSV-induced CPE inhibition; higher % means a stronger effect; one-dose CPE inhibition, % at 10 µM; IC50 in µM for titrated hits; 0.13% of 310,000 active; in the data active = a potency from the dose series; inconclusive = CPE inhibition mostly from about 23% at the one dose, without a potency; inactive = the rest, 99 in 100 with CPE inhibition below about 21%; also: strong numbers were not always called active
UTI89 phage lysis – protection from phage-mediated lysis, alamar blue read-out – E. coli UTI89, K1F phage, bacterial capsule biogenesis inhibitors (AID 488966); E. coli UTI89 K1F phage lysis, alamar blue, 2 h; higher % means a stronger effect; inhibition, % at 100 µM; hits with a dose series show IC50 in µM; 0.02% of 340,000 active;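 active = phage lysis inhibition, versus mean bacterial control, above a set limit; inconclusive = no clear call, values can overlap the other calls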;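 also: capsule biogenesis inhibitors block K1F phage lysis so surviving cells raise fluorescence; higher fluorescence means more inhibition of phage lysis; actives were called in the ten point dose series up to 300 µM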
West Nile virus CPE – West Nile virus antiviral activity, cell-based, CPE readout (AID 1621); CPE inhibition, % at 10 µM; hits with a dose series show IC50 in µM; 0.02% of 290,000 active; West Nile virus-infected cells, CPE inhibition; higher % means a stronger effect; in the data active = a potency from the dose series; inconclusive = CPE inhibition mostly from about 3.7% at the one dose, without a potency; inactive = the rest, 99 in 100 with CPE inhibition below about 2.2%; also: strong numbers were not always called active
PMI inhibitors – inhibitors of human PMI, primary screen, biochemical, fluorescence intensity, coupled assay (AID 1209); purified PMI enzyme, coupled fluorescence intensity; higher % means a stronger effect; one-dose inhibition, % at 20 µM; IC50 in µM for titrated hits; 0.42% of 190,000 active;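 also: plate controls were DMSO vehicle for no effect and wells lacking substrate for full effect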
PMI inhibition – MPI inhibition at elevated mannose 6-phosphate – biochemical, fluorescence intensity, high mannose 6-phosphate, primary screen (AID 1220); 0.66% of 190,000 active; inhibition, % at 20 µM, or IC50 in µM where a hit was titrated; recombinant PMI enzyme, coupled fluorescence intensity; higher % means a stronger effect
M1AAP inhibition – malaria alanyl aminopeptidase activity blockers – biochemical, fluorogenic H-Leu-NHMec substrate, 1536-well (AID 1445); recombinant M1AAP, H-Leu-NHMec fluorogenic kinetic assay; higher % means a stronger effect; inhibition, % at 30 µM; hits with a dose series show IC50 in µM; 0.42% of 220,000 active;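 active = primary inhibition above the hit cutoff, then over 50% inhibition at one or more dose response concentrations, cut at about 23% in these data, passing the limit was not always enough; inconclusive = conflicting primary data, or primary hits not chosen for dose response; inactive = low primary inhibition, or under 50% at every dose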;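 also: plate controls were DMSO full reaction for no effect and no enzyme background for full effect; strong numbers were not always called active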
TNAP activators – human TNAP enzyme activators, primary screen, biochemical, luminescent, no phosphate acceptor, uHTS (AID 1001); activation fold at 20 µM; hits with a dose series show EC50 in µM; 0.03% of 200,000 active; purified TNAP, luminescent activation assay, no phosphate acceptor; higher activation fold means a stronger effect; in the data active = activation fold from about 3, or a potency from the dose series; inactive = the rest, 99 in 100 with activation fold below about 1.6; also: many of its hits are not listed in these tables
P. falciparum M17LAP – P. falciparum M17LAP inhibitors, primary screen, biochemical, fluorogenic H-Leu-NHMec substrate, 1536-well (AID 1619); recombinant M17LAP, H-Leu-NHMec fluorogenic kinetic assay; higher % means a stronger effect; inhibition, % at 30 µM, or IC50 in µM where a hit was titrated; 0.38% of 220,000 active;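 active = compound inhibiting the enzyme by more than half at any dose during confirmatory dose-response retesting; inconclusive = strong single-dose inhibitors picked by rank but not retested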;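 also: plate controls were full reaction with DMSO carrier for no effect and no enzyme background for full effect; strong numbers were not always called active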
T cell modulator vesicle-bound % – second read-out of T cell modulator, no call of its own (marks repeat the call); double positive events, %; measured here: CD8+ vesicle-bound cell fraction;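 binding gate set so that unloaded-vesicle control wells show 10% double positive cells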
* hit, by the source's call; i = inactive; ? = inconclusive; / = not tested or not shown; [ ] = remark or other dose. Rule as the data show it, unless noted: active = inhibition above about 50%; inactive = the rest.

SMILES	T cell modulator	T cell modulator vesicle-bound %	RSV antiviral HEp-2	UTI89 phage lysis	West Nile virus CPE	PMI inhibitors	PMI inhibition	M1AAP inhibition	TNAP activators	P. falciparum M17LAP
CCOc1cccc2cc(C(=O)N3CCOCC3)c(=O)oc12	i	1	4.1%	0.2%[50 µM]	-0.1%	/	/	/	/	/
CNc1c([N+](=O)[O-])ncn1C	i	36	0.6%	0.4%	0.2%	-10%	-8%	9%	1	14%
Cc1ccc(S(=O)(=O)NCC(=O)OCC(=O)c2c(N)n(C)c(=O)n(C)c2=O)cc1	i	45	0.6%	0.6%	0.1%	3%	-1%	-1%	1	25%
CCC(=O)NC(/C=C/c1ccccc1)c1cc([N+](=O)[O-])c2cccnc2c1O (stereo not drawn)	i	21	0.1%	/	-1.2%	2%	47%	4%	0.9	-4%
N#Cc1cccc(NC(=O)CN2CCN(Cc3ccccc3)CC2)c1	i	25	0.0%	0.0%	-0.3%	/	/	/	/	/
CC(C)c1ccc(NC(=O)CCCN2C(=S)NC(C)(C)CC2C)cc1 (stereo not drawn)	i	49	10%	-0.1%	-1.7%	2%	0%	-2%	0.9	-7%
CCOc1ccccc1/C=C\c1nc(O)c([N+](=O)[O-])c(=O)[nH]1	i	17	1.6%	0.1%	-0.5%	/	/	/	/	/
CC(NC(=S)Nc1ccc(Cl)cc1Cl)C(c1cccs1)N1CCCC1 (stereo not drawn)	i	55	3.6%	0.7%	-1.1%	4%	-4%	-1%	1	2%
Cc1nn(C)c(Sc2ccccn2)c1[N+](=O)[O-]	i	28	1.4%	/	-0.1%	/	/	-1%	/	-8%
Cc1ccc(NS(=O)(=O)c2ccc(NC(=O)c3ccc(Br)o3)cc2)c(C)c1	i	28	?	-0.3%	-1.7%	20%	22%	-3%	1.1	-3%
Cc1c(NC(=O)CCc2ccccc2)cccc1[N+](=O)[O-]	i	32	-1.1%	3.5%	0.0%	5%	10%	3%	1.1	2%
CCOc1ccc(NC(=O)CSc2nnc(-c3ccccc3Cl)n2Cc2ccco2)cc1	i	56	4.3%	0.0%	-0.2%	-1%	1%	-1%	1.1	28%
COc1ccc(Cn2c(=O)[nH]c3cc(C(=O)N4CCN(Cc5ccccc5)CC4)ccc3c2=O)cc1	i	13	1.0%	0.4%	-2.1%	14%	12%	3%	1	8%
Cc1ccc2c(c1)nnn2C1CCN(C(=O)Nc2ccccc2C)CC1	i	41	0.5%	-0.6%	-0.6%	-2%	-8%	10%	1.1	-8%
CCC(C)c1ccc(OCCN2CCCC2)cc1 (stereo not drawn)	i	44	-1.2%	6.4%	-0.3%	0%	-4%	-2%	1.1	2%
O=C(Cc1ccc(Br)cc1)N1CCc2ccccc2C1	i	10	13%	-0.8%	-1.1%	/	/	/	/	/
O=C(NNC(=S)Nc1ccccc1)c1cccc(S(=O)(=O)N2CCOCC2)c1	i	48	2.9%	-3.0%	-0.6%	1%	1%	-11%	2.8	-34%
COc1ccc(-c2nc(CS(=O)CC(=O)NC3CCCC(C)C3C)c(C)o2)cc1OC (stereo not drawn)	i	13	2.0%	-0.2%	-0.5%	/	/	/	/	/
COCCN1C(=O)C(=O)/C(=C(/O)c2cccc(OC)c2)C1c1ccncc1 (stereo not drawn)	i	31	1.0%	2.9%	0.6%	-18%	-20%	14%	1	15%
CCn1c(SCC(=O)Nc2cc(C)on2)nnc1-c1cccs1	i	45	?	5.0%	0.7%	3%	10%	5%	1.1	9%
Cc1ccc(Nc2nc(N3CCOCC3)c3ccccc3n2)cc1	i	60	7.8%	0.1%	-0.7%	8%	10%	2%	1	-3%
COCCC(=O)N1CCC(Oc2ccc(C(=O)NCc3cc(C)n(C)n3)cc2)CC1	i	28	3.2%	0.0%	0.0%	/	/	/	/	/
Cc1ccc(NS(=O)(=O)c2ccc(NC(=O)N3CCCCC3)cc2)cc1	i	64	2.0%	0.0%	-1.1%	/	/	/	/	/
CC(Oc1ccc2c(-c3ccccc3)cc(=O)oc2c1)C(=O)NCCCn1ccnc1 (stereo not drawn)	i	35	2.4%	0.7%	-0.8%	/	/	/	/	/
Cc1ccc(N(C(=O)C2COc3ccccc3O2)C(C(=O)NC2CCCCC2)c2cn(C)nc2C)cc1 (stereo not drawn)	i	45	2.4%	/	-1.0%	16%	1%	-2%	1.1	2%
CCNC(=O)CSc1nc2ccccc2c(=O)n1-c1cccc(OC)c1	i	24	0.7%	1.0%	0.6%	14%	13%	3%	1	5%
CC(C)(C)c1ccc(S(=O)(=O)NCC(=O)N2CCN(C(=O)c3ccco3)CC2)cc1	i	9	1.6%	-0.4%	-0.2%	6%	2%	2%	1	-18%
CCOC(=O)c1[nH]c(C)c(C(=O)OCC(=O)NC(=O)NC(C)(C)C)c1C	i	32	0.0%	0.5%	0.1%	-8%	-11%	7%	1.1	-3%
OC(CN1C2=NCCCN2c2ccccc21)c1ccc2c(c1)OCO2 (stereo not drawn)	i	18	1.8%	1.4%	-0.1%	7%	8%	4%	1.1	-2%
Cc1cc(C)nc(SCc2nc3ncccn3c2Br)n1	i	35	1.9%	-0.2%	-0.2%	0%	2%	5%	1.2	-51%
CCCCOc1ccc(CN=C(N)N)cc1Cl	i	38	20%	6.4%	0.1%	/	/	4%	/	15%
Cc1cc(N2C(=O)C(O)=C(C(=O)c3ccco3)C2c2cccc(Cl)c2)no1 (stereo not drawn)	i	59	2.2%	0.1%	0.3%	/	/	/	/	/
O=S(=O)(c1ccc2ccccc2c1)N1CCOCC1	i	16	-0.2%	-0.1%	-0.6%	/	/	/	/	/
O=C(NNC(=O)[C@@H]1CCCC[C@@H]1C(=O)O)Nc1ccccc1	i	48	2.9%	4.2%	-0.1%	-6%	-4%	1%	1.1	26%
CSc1nc(Sc2cccc(Cl)c2)c2ccccc2n1	i	21	6.2%	0.2%	0.1%	-3%	-2%	-5%	1.1	-2%
Cc1cc(NC(=O)CCCn2cc([N+](=O)[O-])cn2)n(Cc2ccc(F)cc2)n1	i	45	6.3%	0.4%	-0.1%	5%	12%	4%	1	0%
Cc1c(C(=O)Oc2cccc3cccnc23)oc2ccccc12	i	24	1.4%	0.4%	0.1%	25%	50%*	1%	1.1	3%
Cc1ccc(Cl)c(NC(=O)CN2CCNC(=O)C2)c1Cl	i	33	-0.7%	0.3%	0.8%	4%	9%	4%	1.1	-7%
CCOC(=O)c1sc(N(Cc2ccccc2)C(=O)CCl)nc1C	i	36	8.9%	-1.7%	-0.7%	/	/	/	/	/
CC(Sc1cccc[n+]1[O-])c1ccccc1 (stereo not drawn)	i	52	-0.5%	0.3%	0.1%	/	/	/	/	/
CCOC(=O)N1CCN(CC(O)COc2ccc(C)cc2C(C)(C)C)CC1 (stereo not drawn)	i	44	4.7%	-6.0%	-2.2%	-23%	-22%	4%	1.1	4%
CC(C)COc1ccc(C(=O)N/C(=C\c2cccc([N+](=O)[O-])c2)C(=O)OC(C)C)cc1	i	4	3.8%	0.0%	-0.2%	14%	11%	2%	1.1	2%
Cc1cccc(NC(=S)NNC(=O)c2cc3c(s2)CCC(C)C3)c1C (stereo not drawn)	i	58	14%	0.5%	-1.0%	-20%	-16%	-13%	2.5	-15%
N/C(Cn1cncn1)=N\OC(=O)c1ccc(Cl)cc1	i	29	0.9%	0.0%	0.1%	1%	5%	2%	1.1	-3%
CN(C)C(=S)Nc1nc2ccccc2s1	/	/	/	-0.5%	-0.6%	3.8µM*	34%	-8%	1.1	-6%
CCOC(=O)c1[nH]c2ccc(F)cc2c1N=C(C)N(CC)CC	i	42	1.6%	0.3%	-0.1%	14%	11%	8%	1.1	-3%
CC(=O)Nc1ccc(S(=O)(=O)N2CCN(CC3CC4C=CC3C4)CC2)cc1 (stereo not drawn)	i	41	1.6%	1.5%	-0.9%	3%	-1%	1%	1	2%
Cc1ccc(Cl)cc1NC(=O)c1cc(S(=O)(=O)N2CCOCC2)cn1C	i	34	0.2%	5.1%	-0.3%	/	/	/	/	/
CC(C)Sc1oc(-c2ccco2)nc1S(=O)(=O)c1ccccc1	i	42	3.4%	-0.7%[50 µM]	0.0%	4%	13%	18%	1.1	0%
COc1ccc(CN(C)Cc2nc(Cc3cccc(F)c3)no2)c2cccnc12	i	8	-1.1%	0.6%	-1.6%	3%	4%	2%	1.1	0%
Cn1c(N)c(-c2ccccc2)c2ccc([N+](=O)[O-])cc2c1=O	i	17	-0.4%	0.8%	1.5%	/	/	/	/	/
CCN(c1ccccc1)S(=O)(=O)c1csc(C(N)=O)c1	i	53	1.3%	0.2%	-0.1%	/	/	/	/	/
CCN(C(=O)/C=C/c1ccc2c(c1)OCO2)c1ccccc1	i	44	1.4%	4.0%	-0.7%	-1%	7%	3%	1	11%
CCC(C(=O)NC1CCCC1)n1c(SCc2cccc(C)c2)nc2ccncc21 (stereo not drawn)	i	18	1.6%	2.8%	-0.3%	1%	9%	6%	1.1	-2%
CC(=O)C1=NN(c2ccccc2)C(c2cccs2)N1c1ccc(N(C)C)cc1 (stereo not drawn)	i	10	0.5%	1.9%	?	8%	1%	5%	1	3%
Cc1ccc(-n2c(O)c(/C=N/Nc3ccc(S(=O)(=O)N4CCOCC4)cc3[N+](=O)[O-])c3ccccc3c2=O)c(C)c1	i	55	17%	3.7%[50 µM]	-0.3%	1%	-2%	-10%	0.7	-3%

Some of the entries so far, with two lines to a compound.
Below each compound: T cell modulator | T cell modulator vesicle-bound % | RSV antiviral HEp-2 | UTI89 phage lysis | West Nile virus CPE | PMI inhibitors | PMI inhibition | M1AAP inhibition | TNAP activators | P. falciparum M17LAP
- N/C(Cn1cncn1)=N\OC(=O)c1ccc(Cl)cc1
 : i | 29 | 0.9% | 0.0% | 0.1% | 1% | 5% | 2% | 1.1 | -3%
- CN(C)C(=S)Nc1nc2ccccc2s1
 : / | / | / | -0.5% | -0.6% | 3.8µM* | 34% | -8% | 1.1 | -6%
- CCOC(=O)c1[nH]c2ccc(F)cc2c1N=C(C)N(CC)CC
 : i | 42 | 1.6% | 0.3% | -0.1% | 14% | 11% | 8% | 1.1 | -3%
- CC(=O)Nc1ccc(S(=O)(=O)N2CCN(CC3CC4C=CC3C4)CC2)cc1 (stereo not drawn)
 : i | 41 | 1.6% | 1.5% | -0.9% | 3% | -1% | 1% | 1 | 2%
